SW480 rereplic = induces DNA re-replication in SW480 colon adenocarcinoma cells; SW480 DNA re-replication, Hoechst DNA content imaging, 48 h; Potency, µM (doses to about 46.1 µM), without a hit: at the highest dose re-replication activation, usual class: activators; 340,000 compounds, 1.8% hits; note: potency is the fitted concentration of half-maximal effect; % of control where 0% means no effect; nearly all actives have a fitted effect of over 55% in size
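SW480 cells exposed to compounds for 48 hr at 37 C, 5% CO2, then Hoechst-stained 40 min. Nuclear DNA content imaged by fluorescence scanning (405 nm excitation, 500-530 nm emission); re-replication scored as increased high-intensity nuclei.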
HT1080NT lethal = kills 2HG-producing HT-1080-NT fibrosarcoma cells | HT-1080-NT fibrosarcoma viability, CellTiter-Glo ATP luminescence, 48 h | Potency, µM (doses to about 46.1 µM), without a hit: at the highest dose activity, negative = less viability, actives largely listed as cytotoxic | 360,000 compounds, 1.6% hits | AID 686970;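 note: NT is the 2HG producing partner of a matched IDH1 knockdown line; potency is the fitted concentration of half-maximal effect; 0% = DMSO-treated cells and -100% = media-only wells without cells; nearly all actives have a fitted effect of over 55% in size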
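HT-1080-NT; 750 cells/well; 5% FBS RPMI; 48 h compound, 37 degrees C; CellTiter-Glo luminescence; curve fitting and curve-class assignment.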
KB-V1 MDR tox = KB-V1 MDR subline cytotoxicity; Potency, µM (highest dose often 46.1 µM), for inactives: top-dose activity change, negative = cytotoxicity, usual class: cytotoxic; 400,000 compounds, 3.4% hits; KB-V1 MDR cells viability, CellTiter-Glo, 72 h; note: potency is the fitted concentration of half-maximal effect; % is set by controls: 0 for no effect and ±100 for the full control effect; nearly all actives have a fitted effect of over 60% in size
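Drug-selected KB-V1 cells, grown in DMEM lacking phenol red with 10% FBS, receive compound titrations; after three days at 37 degrees C, surviving cell ATP is quantified by CellTiter-Glo luminescence and responses normalized and curve-fitted.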
HT1080 IDH1KD tx = HT-1080 IDH1 knockdown cell toxicity (counter line); HT-1080 IDH1 knockdown viability, ATP luminescence, 48 h; Potency, µM (doses to about 46.1 µM), for inactives: top-dose activity, negative = toxicity, hits mostly cytotoxic; 360,000 compounds, 2% hits;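 note: potency is the fitted concentration of half-maximal effect; 0% = DMSO wells and -100% = cell-free medium wells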
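Viability of IDH1-knockdown HT-1080 fibrosarcoma cells was assessed by CellTiter-Glo after 48 h at 37 °C with titrated compound; concentration-effect curves were classified by fit quality and response size.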
ATXN viability = viability counter-screen for ATXN expression inhibitors | S2 cells (HEK-293 line with an ATXN2-luciferase reporter) viability, CellTiter-Fluor protease fluorescence, 24 h | Potency, µM (titrated, usually from 56.7 µM), usual class: cytotoxic | 400,000 compounds, 0.49% hits; note: potency is the fitted concentration of half-maximal effect; nearly all actives have a fitted effect of over 40% in size
MCF10A rerep = inducers of DNA re-replication in MCF 10A breast cells. MCF 10A DNA re-replication, Hoechst nuclear intensity, 48 h. Potency, µM (doses to about 46.1 µM), without a hit: at the highest dose activity, positive = re-replication, most hits filed as activators. 350,000 compounds, 2.9% hits; note: potency is the fitted concentration of half-maximal effect; % of control where 0% means no effect; nearly all actives have a fitted effect of over 50% in size
IL-1B inflam inh = inhibitors of inflammasome signaling (IL-1 beta secretion) | THP-1 LPS/ATP IL-1B secretion, AlphaLISA, 16 h; active compounds read low | activity change, % at 57.5 µM | 360,000 compounds, 4.7% hits; in the data active = activity change below about -50%; inconclusive = mostly about -30% to -49%; note: % is set by controls: 0 for no effect and ±100 for the full control effect
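THP-1 cells pretreated 1 hr with compounds (up to 57.5 uM final), then stimulated with LPS (250 ng/mL final) plus ATP (1.25 mM final); secreted IL-1B measured by AlphaLISA after 16 hr, decreased signal indicating inhibition.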
KB-3-1 tox = KB-3-1 parental cell cytotoxicity. Potency, µM (series often up to 46.1 µM), without a hit: at the top dose activity change, negative = cytotoxic, hits mostly cytotoxic. 400,000 compounds, 1.4% hits. KB-3-1 viability, CellTiter-Glo ATP luminescence, 72 h; note: potency is the fitted concentration of half-maximal effect; % is set by controls: 0 for no effect and ±100 for the full control effect; nearly all actives have a fitted effect of over 60% in size
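Parental KB-3-1 viability, qHTS format: 72 h compound exposure, 37 °C; CellTiter-Glo; media-only wells and DMSO plates as controls; concentration-effect fits on corrected data.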
ATXN2 expr inh = inhibitors of ATXN2 expression. 360,000 compounds, 0.72% hits. HEK-293 ATXN2-luciferase reporter, luminescence, 24 h. Potency, µM (doses to about 57 µM), without a hit: at the highest dose activity change, negative = inhibition, most hits filed as inhibitors; note: potency is the fitted concentration of half-maximal effect; % is set by controls: 0 for no effect and ±100 for the full control effect; nearly all actives have a fitted effect of over 55% in size
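ATXN2-luciferase reporter cells (luciferase flanked by upstream and downstream ATXN2 gene portions) were treated 24 h at 37 °C with compounds at up to 57 uM. SteadyGlo luminescence gave expression; GF-AFC fluorescence gave viability.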
Numbers without * were called inactive; i = inactive; ? = inconclusive; nt = not tested or not shown; & = joins results of further samples; [ ] = dose if it differs, or a comment. Unless noted, calls come from the whole dose curve; as a rule, active = well fitted curve in the direction sought with a large enough effect; inconclusive = small, poorly fitted or top-dose-only effect, or another doubt; inactive = no such curve, though single readings can be large; an effect the other way counts as inactive or inconclusive.

nr	compound	SW480 rereplic	HT1080NT lethal	KB-V1 MDR tox	HT1080 IDH1KD tx	ATXN viability	MCF10A rerep	IL-1B inflam inh	KB-3-1 tox	ATXN2 expr inh
1	CS(=O)(=O)N1CCc2cc(C(=O)N3CCN(c4ccccc4F)CC3)ccc21	-2%	0%	?	-17%	i	-4%	-10	2%&-1%	-19%&13%
2	COc1ccc(C(=O)NC(=S)Nc2ccc(Cl)c(C(=O)O)c2)cc1	-14%	29%	25%	17%	i	0%	4	-3%	54%[activator]
3	Cc1cc(C)c(C#N)c(SCc2cn3ccccc3n2)n1	-8%	-3%	?	-2%	i	-2%	-26	-2%	-6%
4	O=C(c1cccs1)N(Cc1nc2sc3c(c2c(=O)[nH]1)CCCC3)C1CCCC1	?	?	-28%	?	?	?	-27	?	-5%
5	CC(=O)Nc1ccc(NC(=O)c2nc(S(=O)(=O)Cc3ccccc3)ncc2Cl)cc1	-19%	-3%	-5%	-3%	?	?	nt	-11%	nt
6	O=C(N/N=C/c1c(-c2ccccc2)[nH]c2ccccc12)c1cccnc1	23µM*	-28%	-27%	?	i	?	?	?	9%
7	Cn1c(SCC(=O)NNC(=O)c2ccccc2Br)nnc1C(F)(F)F	-2%	-4%	-13%	-1%	i	0%	-8	15%	-16%
8	COc1cc2ccccc2cc1C(=O)NC(=S)Nc1cc(C(=O)O)ccc1C	2%	9%	18%	4%	i	-1%	0	1%	-5%
9	Cc1cc(C)c(NC(=O)C(=O)NCCc2csc(-c3ccc(F)cc3)n2)c(C)c1	nt	nt	-6%	nt	i	nt	nt	-10%	-31%
10	O=C(CCS(=O)(=O)c1ccccc1)OCC(=O)N1CCN(S(=O)(=O)c2ccc(Cl)cc2)CC1	-3%	-1%	13%	-1%	i	-1%	6	8%	6%
11	CCS(=O)(=O)N1CCCC(C(=O)NCCCOC(C)C)C1 (configuration not stated)	-1%	-2%	16%	6%	i	0%	21	4%	-5%
12	COc1ccc2c(c1)-c1nc(/N=C/c3ccccc3O)sc1CC2	2%	0%	26%	-1%	i	?	-1	15%	16%
13	O=C(NCc1cccc(F)c1)C1=Cc2cc(Br)ccc2OC1	nt	nt	4%	nt	?	nt	nt	13%	?
14	CCOc1ccc2c(O)csc2c1	-3%	18%	?	28%	i	6%	-8	7%	-8%
15	Oc1csc(Cc2nc(-c3ccc4ccccc4c3)cs2)n1	?	-13%	0%	-22%	?	?	35	1%	59%[activator]
16	CC1CCCN(C(=O)C(C)Sc2nc(-c3ccccc3)cc(C(F)(F)F)n2)C1 (configuration not stated)	?	?	?	5%	i	?	-11	-9%	-11%
17	CC1(C)OC(=O)C(=CNCCc2ccc(O)cc2)C(=O)O1	-3%	12%	0%	6%	?	13%	1	0%	5%
18	Cc1cc(C)c2[nH]c(=O)c(CN(Cc3cccs3)C(=S)NCc3ccco3)cc2c1	nt	-8%	-15%	-11%	i	?	-17	0%	6%
19	Cc1cccc(NC(=O)NCC(c2ccc(F)cc2)N2CCN(C)CC2)c1 (configuration not stated)	-21%	-5%	18%	-9%	?	-12%	-8	9%	nt
20	CC(=O)c1cccc(NC(=O)Cc2coc3cc4c(cc23)CCC4)c1	-1%	-18%	-6%	-18%	i	?	6	-3%	-18%
21	Cc1nc2c3ccccc3n(CC(=O)c3ccc(F)cc3)c(=O)n2n1	-1%	4%	13%	12%	?	7%	31	10%	1%
22	O=C(NCCCN1CCOCC1)c1nn(-c2ccccc2)c(=O)c2ccccc12	?	-5%	-19%	-1%	i	0%	-2	-3%	-10%
23	CN(C)C(CNc1ncnc2sccc12)c1cccs1 (configuration not stated)	8%	-3%	?	-3%	i	?	14	10%	-33%
24	CCOC(=O)N1CCN(C(=O)C2CCN(S(=O)(=O)N3CCCC3)CC2)CC1	-6%	-15%	0%	?	i	0%	-2	-9%	-16%
25	COC(CC(=O)NNC(=S)Nc1ccccc1)OC	-6%	14%	-6%	?	i	-5%	-8	14%	6%

Single records, from the list above:
O=C(N/N=C/c1c(-c2ccccc2)[nH]c2ccccc12)c1cccnc1 is entered as SW480 rereplic: 23µM*; HT1080NT lethal: -28%; KB-V1 MDR tox: -27%; HT1080 IDH1KD tx: ?; ATXN viability: i; MCF10A rerep: ?; IL-1B inflam inh: ?; KB-3-1 tox: ?; ATXN2 expr inh: 9%
Cc1cc(C)c(C#N)c(SCc2cn3ccccc3n2)n1 is entered as SW480 rereplic: -8%; HT1080NT lethal: -3%; KB-V1 MDR tox: ?; HT1080 IDH1KD tx: -2%; ATXN viability: i; MCF10A rerep: -2%; IL-1B inflam inh: -26; KB-3-1 tox: -2%; ATXN2 expr inh: -6%

The listing continues.
26) C[C@H](CO)N1C[C@H](C)[C@@H](CN(C)S(=O)(=O)c2ccc(F)cc2)Oc2c(NC(=O)Nc3ccc4c(c3)OCO4)cccc2C1=O
27) COc1cc(/C=N/Nc2nncn2/N=C/c2ccc(O)c(OC)c2)ccc1O
28) O=C(c1ccc(Cl)c(S(=O)(=O)N2CCOCC2)c1)N(c1ccccn1)C1CCCCC1
29) CC(C)(C)c1ccc(C(=O)Nc2ccc(CN3CCS(=O)(=O)CC3)cc2)cc1
30) Cc1noc(C)c1S(=O)(=O)Nc1ccc(O)c2c(=O)cc(-c3ccccc3Cl)oc12
31) Cc1ccc(S(=O)(=O)N(C)CCN(C)S(=O)(=O)c2ccc(C)cc2)cc1
assay / entry | 26 | 27 | 28 | 29 | 30 | 31
SW480 rereplic | 4% | 0% | 0% | -7% | -10% | -3%
HT1080NT lethal | -17% | 21µM* | 12% | -4% | -1% | 15%
KB-V1 MDR tox | -17% | 23µM* | ? | -28% | -3% | -23%
HT1080 IDH1KD tx | -5% | 15µM* | 8% | ? | 3% | 1%
ATXN viability | ? | i | i | i | i | i
MCF10A rerep | 19% | -5% | 2% | 5% | -32%[inhibitor] | 9%
IL-1B inflam inh | ? | 17 | 29 | -60* | 19 | 5
KB-3-1 tox | -18% | 0% | -9% | ? | -2% | 9%
ATXN2 expr inh | -4% | -19% | -10% | ? | 9% | 4%

32) COc1ccc(CCN(Cc2cc3ccc(C)cc3n3nnnc23)C(C)=O)cc1OC
33) C[C@H]1CN(C2CCCCC2)C(=O)[C@@H]1CC(=O)NCc1ccccc1
34) COc1ccc(C(C(=O)NCc2ccccc2)N(Cc2cccs2)C(=O)c2cnccn2)cc1 (configuration not stated)
35) CCCCCCCC(=O)N/N=C/c1ccco1
36) COc1cc(OC)c(C(=O)/C=C/c2ccccc2)c(O)c1O
37) Clc1ccc(OCc2nn3c(-c4ccncc4)nnc3s2)cc1
assay / entry | 32 | 33 | 34 | 35 | 36 | 37
SW480 rereplic | ? | -7% | 1% | -4% | ? | -7%
HT1080NT lethal | ? | 0% | 4% | 12% | -16% | 2%
KB-V1 MDR tox | -24% | ? | ? | 10% | -29% | 10µM*
HT1080 IDH1KD tx | -43% | 0% | -2% | 13% | -18% | 24%
ATXN viability | i | i | i | i | ? | i
MCF10A rerep | 15% | 7% | -183%[0.0737 µM] | 1% | ? | 12%
IL-1B inflam inh | 32 | 21 | 3 | 10 | -100* | 19
KB-3-1 tox | -7% | 17%&7% | -13% | 4% | ? | 6%
ATXN2 expr inh | 84%[activator] | 0% | -3% | 32% | -19% | 2%

Screen by screen, quoted from above:
MCF10A rerep for entries 21 to 31 → 7%, 0%, ?, 0%, -5%, 19%, -5%, 2%, 5%, -32%[inhibitor], 9%
SW480 rereplic for entries 21 to 31 → -1%, ?, 8%, -6%, -6%, 4%, 0%, 0%, -7%, -10%, -3%

Taken from above.
cpd 37 in IL-1B inflam inh → 19
cpd 33 in IL-1B inflam inh → 21
cpd 35 in IL-1B inflam inh → 10
cpd 34 in ATXN2 expr inh → -3%

Carrying on.
38) Nc1nc(N)nc(-c2cc([N+](=O)[O-])ccc2O)n1
39) O=C(Nc1cccc(F)c1)c1cc(S(=O)(=O)NCCC2=CCCCC2)ccc1F
40) CC(C)NC(=O)CSc1nc(N)c(NC(=O)c2ccccc2F)c(=O)[nH]1
41) NC(=O)C1CCN(C(=O)c2ccc(NC3=NC4CS(=O)(=O)CC4S3)cc2)CC1 (configuration not stated)
42) O=C(CSc1nnc(CNc2ccc(Cl)cc2)n1Cc1ccccc1)NCc1ccco1
43) COc1ccc2[nH]c(=O)c(CN(Cc3ccco3)C(=O)c3ccccc3)cc2c1
44) N/C(=N\OC(=O)/C=C/c1ccccc1Cl)c1cccnc1
45) O=C1C2=C(Nc3ccccc3SC2c2ccco2)c2ccccc21 (configuration not stated)
46) Cc1cccc(N2CC(C(=O)Nc3cccc(S(=O)(=O)N4CCCCC4)c3)CC2=O)c1C (configuration not stated)
assay / entry | 38 | 39 | 40 | 41 | 42 | 43 | 44 | 45 | 46
SW480 rereplic | ? | 5% | nt | -1% | -10% | ? | ? | 6% | -24%
HT1080NT lethal | -3% | ? | 13% | 1% | 3% | ? | 12% | -29% | -22%[9.24 µM]
KB-V1 MDR tox | -16% | -40% | 8% | 16% | 6% | -18% | -3% | 2% | ?
HT1080 IDH1KD tx | -5% | ? | 7% | 5% | 0% | -23% | 12% | -26% | -14%
ATXN viability | i | ? | i | i | i | i | i | ? | i
MCF10A rerep | ? | ? | -5% | 5% | 10% | ? | 0% | 16µM* | 10%
IL-1B inflam inh | 6 | -61* | 10 | -15 | -1 | -17 | -6 | -15 | -51*
KB-3-1 tox | -7% | ? | 0% | 10% | 17% | ? | -1% | 1% | ?
ATXN2 expr inh | -27% | -36% | -2% | 5% | -22% | 1% | 93%[activator] | 32% | -11%

Source: PubChem BioAssay (National Center for Advancing Translational Sciences (NCATS))
